# Pf gametocyte: inhibitors of late stage P. falciparum gametocyte viability. hit rate 0.065% among 150,000. P. falciparum stage V gametocytes, ATP luminescence, 24 h. AID 743093. inhibition, % at 10.9 µM;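 active = inhibition above the mean plus 3 SD of compounds within the control limits, set per campaign, cut at about 38% in these data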;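 also: 0% = DMSO wells and 100% = medium only without gametocytes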
# Mcl1 Bid PPI: Mcl-1/Bid interaction inhibition. Q07820. TR-FRET Mcl-1/Bid-Dy647 peptide binding, 1536-well. inhibition, % at 21.7 µM. hit rate 0.97% among 220,000. AID 1021;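 active = compounds that cut the binding signal by more than half at the single screening dose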;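 also: His-tagged Mcl-1 with europium anti-His antibody binding Bid BH3 peptide; 0% = Mcl-1 plus peptide wells and 100% = peptide-only wells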
# Target sequence (Q07820 whole entry, looked up): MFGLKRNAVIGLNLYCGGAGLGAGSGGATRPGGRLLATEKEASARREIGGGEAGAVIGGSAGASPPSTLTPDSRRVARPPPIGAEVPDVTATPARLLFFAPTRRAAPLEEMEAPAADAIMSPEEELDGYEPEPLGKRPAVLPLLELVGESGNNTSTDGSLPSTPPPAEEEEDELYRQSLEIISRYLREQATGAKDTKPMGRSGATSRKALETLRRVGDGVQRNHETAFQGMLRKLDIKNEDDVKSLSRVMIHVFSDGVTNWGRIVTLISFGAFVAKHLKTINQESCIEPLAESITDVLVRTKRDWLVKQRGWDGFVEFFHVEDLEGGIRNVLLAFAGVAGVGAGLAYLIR
# HRas wt GTP bind: modulators of GTP binding to human HRas wildtype. P01112. GST-Ras wt beads, Bodipy-FL-GTP binding, flow cytometry; actives lie on both sides. GTP binding activity, % at 10 µM. hit rate 0.14% among 190,000;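 active = GTP binding activity at least 20% away from the 100% baseline, either lowered as inhibitor or raised as activator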;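 also: 0% = unlabeled GTP competition control and 100% = no-compound control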
# Target sequence (P01112 whole entry, looked up): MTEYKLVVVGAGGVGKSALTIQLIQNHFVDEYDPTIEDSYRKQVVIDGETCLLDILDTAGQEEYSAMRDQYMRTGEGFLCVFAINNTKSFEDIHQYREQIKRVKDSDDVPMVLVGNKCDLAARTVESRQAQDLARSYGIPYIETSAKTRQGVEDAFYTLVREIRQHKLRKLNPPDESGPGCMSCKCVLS
# Avidin fluor: compound fluoresces at 488/530 nm on avidin beads. compound fluorescence 488/530 nm, flow cytometry; active compounds read high. fluorescence (KMESF) at 10 µM. hit rate 0.38% among 220,000; in the data active = fluorescence above about 47; also: inactives centre near 10
# Rab7 wt GTP bind: modulators of GTP binding to dog Rab7 wildtype GTPase. GST-Rab7 beads, fluorescent GTP binding, flow cytometry; actives lie on both sides; untreated = 100%, excess cold GTP = 0%. GTP binding activity (percent of control), % at 10 µM. hit rate 0.055% among 190,000. AID 758;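 active = fluorescent GTP binding to Rab7 beads changed by at least 20 points from the 100% baseline, either direction, mostly lower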;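 also: median green fluorescence of bound Bodipy-FL-GTP per Rab7 bead population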
# Mcl1-Noxa inh: disrupts binding of human Mcl-1 to Noxa peptide; Q07820; TR-FRET Mcl-1/Noxa peptide binding, 2 h; hit rate 1.5% among 220,000; inhibition, % at 21.7 µM;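 active = compounds that cut the protein-peptide binding signal by more than 50% relative to plate controls in a single-dose test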;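 also: His-tagged Mcl-1 with rhodamine Noxa BH3 peptide and terbium anti-His antibody; 0% = Mcl-1 plus Noxa peptide wells and 100% = peptide-only wells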
# Cdc42 wt: changes GTP binding to wildtype human Cdc42; P60953; GST-Cdc42 beads, Bodipy-GTP binding, flow cytometry; actives lie on both sides; percent activity (GTP binding), % at 10 µM; hit rate 0.2% among 190,000; AID 761;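 active = percent activity GTP binding at least 20 points away from the 100% baseline, either down as inhibitor or up as activator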;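 also: median bead fluorescence of bound Bodipy-FL-GTP at 100 nM; 0% = excess unlabeled GTP control and 100% = no compound control; below 100% means less GTP binding so inhibitor and above means activator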
# Target sequence (P60953 whole entry, looked up): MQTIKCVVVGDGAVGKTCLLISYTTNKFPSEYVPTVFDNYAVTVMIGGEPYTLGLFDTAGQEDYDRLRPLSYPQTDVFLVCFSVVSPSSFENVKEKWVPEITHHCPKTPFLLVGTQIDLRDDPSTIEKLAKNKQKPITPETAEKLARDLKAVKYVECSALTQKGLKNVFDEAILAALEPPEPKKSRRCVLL
# Rab2 wt GTP: changes GTP binding to wildtype dog Rab2A, up or down. P61105. GST-Rab2 wt beads, Bodipy-GTP binding, flow cytometry. GTP binding activity, % at 10 µM. hit rate 0.19% among 190,000;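 active = GTP binding activity at least 20 points away from 100%, either lowered or raised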;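 also: 0% = beads with excess unlabeled GTP and 100% = no-compound control corrected for plate trend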
# Rac1 wt GTP bind: alters GTP binding to wildtype human Rac1; GTP binding activity (% of control), % at 10 µM; GST-Rac1 beads, fluorescent GTP binding, flow cytometry; actives lie on both sides; 0 = cold GTP competed, 100 = untreated; hit rate 0.27% among 190,000; P63000;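 active = GTP binding activity at least 20 points away from the 100% control level, either lower or higher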
# GSH fluor: GSH bead compound fluorescence profile. GSH beads flow cytometry, compound fluorescence 488/530 nm; active compounds read high. fluorescence (KMESF) at 10 µM. hit rate 0.25% among 190,000. AID 1776; in the data active = fluorescence above about 89;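 also: glutathione beads carrying GST-tagged Bcl family fusion proteins plus one bare bead set; values are compound well signal with DMSO vehicle wells as background; inactives centre near 16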
# Rac1 act GTP bind: human Rac1 activated mutant GTP binding change | GST-Rac1 activated beads, fluorescent GTP binding, flow cytometry; actives lie on both sides; 100% means binding = to untreated wells | percent activity (GTP binding), % at 10 µM | AID 764 | hit rate 0.11% among 190,000 | P63000;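 active = GTP binding at least 20 percentage points away from the 100% baseline, in either direction, so actives lie on both sides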
# * = called active by the depositor; · = no result given.
SMILES,Pf gametocyte,Mcl1 Bid PPI,HRas wt GTP bind,Avidin fluor,Rab7 wt GTP bind,Mcl1-Noxa inh,Cdc42 wt,Rab2 wt GTP,Rac1 wt GTP bind,GSH fluor,Rac1 act GTP bind
CCCc1ccc(C(=O)Cn2nc(C(=O)O)c3ccccc3c2=O)cc1,-8.1,-4.0,99.0,20,105.0,-18.9,97.0,96.0,99.0,10,95.0
CCn1c(NC(=O)c2ccccc2)c(-c2cccs2)c(=O)c2ccccc21,6.4,-12.9,105.0,19,103.0,7.2,107.0,109.0,105.0,6,101.0
O=c1c2ccccc2nc(-c2ccccc2)n1/N=C/c1ccc([N+](=O)[O-])cc1,-2.6,18.2,98.0,8,98.0,25.8,100.0,97.0,101.0,11,96.0
COc1ccc(CNC(=O)OCCN2CCN(Cc3ccccc3)CCC2=O)cc1,3.0,22.2,100.0,11,99.0,8.8,103.0,102.0,103.0,18,97.0
O=C(CSc1nnc(-c2ccc(O)cc2)n1Cc1ccccc1)NNC(=O)c1ccc(Br)cc1,·,-29.2,93.0,11,93.0,24.6,93.0,92.0,93.0,6,92.0
COc1cccc(/C=C/C(=O)Nc2ccc3c(c2)OCCO3)c1,-1.1,5.9,101.0,11,106.0,30.8,98.0,103.0,107.0,18,95.0
COc1ccc(CNC(=O)C(C)OC(=O)C23CC4CC(CC(O)(C4)C2)C3)cc1 (stereo not given),-5.2,4.3,100.0,14,97.0,7.7,102.0,99.0,104.0,24,99.0
CC(=O)Nc1cccc(CNCc2cccc(NC(C)=O)c2)c1,4.8,-22.6,99.0,7,95.0,-1.2,102.0,100.0,100.0,11,97.0
CCc1ccccc1N1CC23C=CC(O2)C(C(=O)OC)C3C1=O (stereo not given),·,-8.9,100.0,20,100.0,-14.5,96.0,98.0,100.0,15,96.0
COc1ccccc1CN1CCNC(=O)C1CC(=O)NCCC1=CCCCC1 (stereo not given),-0.7,-32.9,97.0,2,105.0,-7.7,95.0,98.0,100.0,14,94.0
Cc1nn(C)cc1NC(=O)c1cc2nc(-c3ccco3)cc(C(F)(F)F)n2n1,0.7,-31.4,98.0,10,104.0,-0.1,96.0,98.0,100.0,25,97.0
CCCNC(=S)Nc1ccc(Cl)cc1Cl,-1.4,-21.8,101.0,13,101.0,13.3,102.0,101.0,105.0,15,100.0
COc1cc(SC)ccc1C(=O)Nc1c(C)cccc1C,·,-10.4,96.0,11,98.0,-6.3,99.0,98.0,100.0,15,98.0
CCOC(=O)Cc1csc(NS(=O)(=O)c2ccc(Br)cc2)n1,-13.4,-6.8,92.0,8,92.0,5.3,92.0,88.0,92.0,15,89.0
O=C(c1ccc(Cl)c(S(=O)(=O)N2CCc3ccccc3C2)c1)N1CCN(c2ccccc2)CC1,-30.5,-2.5,100.0,10,103.0,-15.4,104.0,101.0,106.0,11,97.0
O=C(NCc1cccs1)c1cc2c(s1)CS(=O)(=O)C2,8.8,-4.1,100.0,12,100.0,1.8,100.0,100.0,99.0,14,97.0
CCC(=O)Nc1cccc(NC(=O)c2ccc3c(c2)OCCO3)c1,·,10.8,98.0,13,96.0,-9.5,99.0,96.0,95.0,27,96.0
COc1ccc(C(=O)Nc2ccc(Cl)cc2C(=O)NCCO)cc1,·,-4.1,97.0,24,95.0,7.1,97.0,95.0,93.0,23,93.0
Cc1ccc(NC(=S)/N=C(\N)Nc2nc(C)c3cc(C)ccc3n2)c(C)c1,-5.4,-43.6,96.0,4,98.0,13.0,94.0,93.0,95.0,10,94.0
CCn1c(SCC(=O)c2ccc(C)cc2)nnc1-c1ccncc1,·,-13.2,101.0,15,101.0,-10.7,102.0,103.0,102.0,34,98.0
CC(=O)Nc1cccc(-c2nnc(SCC(=O)N3CCCCC3)n2C)c1,-19.2,-17.6,103.0,24,106.0,14.1,103.0,101.0,103.0,14,98.0
Cc1ccc(-c2nc(CN(Cc3cnn(C)c3)C(C)C)c(C)o2)o1,4.9,-7.8,94.0,2,103.0,9.2,91.0,98.0,93.0,8,91.0
N=C1C(c2ccccc2)=C(O)CN1c1ccccc1,4.2,-11.2,96.0,15,92.0,3.9,100.0,95.0,99.0,16,95.0
Cc1ccc(S(=O)(=O)N2CCC(C(=O)N[C@@H](C)C(=O)NCC3CCCO3)CC2)cc1 (stereo not given in full),22.0,-25.4,104.0,11,102.0,9.6,103.0,101.0,107.0,22,100.0
COc1ccc(-c2nn(-c3ccccc3)cc2CN2CCCO2)c(F)c1,-10.9,-54.9,100.0,7,102.0,4.8,99.0,100.0,97.0,19,94.0
COc1ccc(-c2noc(CCN3C(=O)c4ccccc4C3=O)n2)cc1OC,·,-8.0,94.0,24,93.0,-10.4,93.0,93.0,97.0,23,94.0
N#Cc1ccccc1NC(=O)CSC1=Nc2ccccc2C2CC=NN12 (stereo not given),23.4,-33.4,94.0,25,96.0,-8.2,95.0,94.0,95.0,7,96.0
CC(=O)Nc1ccc(OCC(=O)c2cc(C)ccc2C)cc1,·,-19.2,97.0,9,93.0,·,97.0,94.0,91.0,25,93.0
Cc1cccc(/N=C/c2nc(-c3ccccc3Br)oc2O)n1,1.5,-15.9,102.0,27,107.0,4.7,101.0,103.0,103.0,7,100.0
CC(=O)Nc1ccc(NC(=O)C(C)OC(=O)CNC(=O)c2sc3ccccc3c2Cl)cc1 (stereo not given),-2.9,-16.4,99.0,22,97.0,6.5,99.0,97.0,103.0,10,99.0
Cc1ccccc1Cn1c([N+](=O)[O-])cnc1C,-7.8,0.2,99.0,9,99.0,-7.0,101.0,100.0,101.0,33,97.0
O=C(CSc1nnc(Cc2cccs2)n1CCc1ccccc1)N1CCCc2ccccc21,·,-0.5,100.0,0,96.0,7.4,98.0,99.0,101.0,46,99.0
C/C(=N\NS(=O)(=O)c1ccc(C)cc1)c1ccc(Br)s1,·,-18.8,101.0,12,105.0,8.9,100.0,99.0,105.0,23,96.0
Cc1nn(Cc2ccc(Cl)cc2)c(C)c1NC(=O)/C=C/c1cnn(C)c1,·,-39.2,102.0,2,103.0,-14.2,103.0,102.0,104.0,12,101.0
C=CC[C@@H]1C=C[C@H](O/N=C/[C@@H](NS(=O)(=O)c2ccc(C)cc2)[C@H](C)/C=C/CC(=O)OC)[C@@H](CO)O1,·,-9.9,99.0,9,98.0,-8.2,100.0,101.0,102.0,18,96.0
CCCCn1c(=NC(=O)c2ccc3c(c2)OCO3)c(C#N)cc2c(=O)n3cccc(C)c3nc21,-2.3,9.3,100.0,5,100.0,14.2,99.0,96.0,102.0,3,99.0
COc1ccc(-c2c(NC(=O)c3ccco3)n(C)c3ccccc3c2=O)cc1,·,-6.0,96.0,9,99.0,18.1,98.0,98.0,101.0,12,96.0
O=S(=O)(c1ccc2oc3ccc(S(=O)(=O)N4CCCCC4)cc3c2c1)N1CCCCC1,20.1,-20.8,104.0,14,108.0,7.9,102.0,103.0,108.0,35,98.0
COc1ccc(CC2(CO)CCN(Cc3ccc(OC(F)(F)F)cc3)CC2)cc1,·,-23.4,99.0,1,104.0,7.8,99.0,99.0,96.0,14,96.0
CC1(C)CC(=O)C2=C(C1)OC(N)=C(C#N)C2C#Cc1ccccc1 (stereo not given),·,-17.1,103.0,16,99.0,15.3,102.0,97.0,105.0,29,99.0
NC(=O)CNc1n[nH]c(=S)[nH]c1=O,·,-51.6,103.0,11,106.0,3.5,95.0,97.0,99.0,18,99.0
Fc1ccc(-c2nnc3n2CCCCC3)cc1,0.8,-14.5,101.0,11,98.0,2.7,103.0,101.0,105.0,11,98.0
O=C(C#Cc1ccccc1)c1ccc([N+](=O)[O-])cc1,·,14.2,86.0,4,94.0,22.7,82.0,86.0,90.0,60,77.0*
O=C1NC(=O)C(CC(=O)N(c2ccccc2)C2(C(=O)NC3CCCC3)CCCCC2)N1 (stereo not given),·,-21.7,101.0,52*,100.0,-10.5,104.0,101.0,107.0,29,99.0
COc1ccc(N(CC(=O)Nc2cc(C)on2)S(=O)(=O)c2cc(C)ccc2C)cc1,10.0,-8.8,101.0,26,98.0,33.0,102.0,100.0,104.0,25,99.0

# Arranged by length of the SMILES (high to low): part of the list above.
SMILES,Pf gametocyte,Mcl1 Bid PPI,HRas wt GTP bind,Avidin fluor,Rab7 wt GTP bind,Mcl1-Noxa inh,Cdc42 wt,Rab2 wt GTP,Rac1 wt GTP bind,GSH fluor,Rac1 act GTP bind
O=C(c1ccc(Cl)c(S(=O)(=O)N2CCc3ccccc3C2)c1)N1CCN(c2ccccc2)CC1,-30.5,-2.5,100.0,10,103.0,-15.4,104.0,101.0,106.0,11,97.0
Cc1ccc(S(=O)(=O)N2CCC(C(=O)N[C@@H](C)C(=O)NCC3CCCO3)CC2)cc1 (stereo not given in full),22.0,-25.4,104.0,11,102.0,9.6,103.0,101.0,107.0,22,100.0
Cc1cccc(/N=C/c2nc(-c3ccccc3Br)oc2O)n1,1.5,-15.9,102.0,27,107.0,4.7,101.0,103.0,103.0,7,100.0

# The list goes on.
SMILES,Pf gametocyte,Mcl1 Bid PPI,HRas wt GTP bind,Avidin fluor,Rab7 wt GTP bind,Mcl1-Noxa inh,Cdc42 wt,Rab2 wt GTP,Rac1 wt GTP bind,GSH fluor,Rac1 act GTP bind
CCOc1ccc2nc(Cl)c(C3CC(c4ccccc4)=NN3C(=O)c3cccs3)cc2c1 (stereo not given),3.4,41.4,96.0,10,97.0,-18.6,99.0,93.0,102.0,6,96.0
c1ccc(CNc2c3c(nc4ncnn24)CCCC3)nc1,·,5.4,100.0,12,101.0,-3.5,103.0,98.0,107.0,33,100.0
CO/N=C/C=C1/N(C)c2ccccc2C1(C)C,12.7,-28.0,102.0,11,105.0,4.2,98.0,100.0,105.0,12,99.0
COc1ccc(S(=O)(=O)N(C)c2ccc(C(=O)NC3CCCC3)cc2)cc1,0.3,-22.4,102.0,11,105.0,2.3,102.0,105.0,108.0,19,96.0
C=CCN1CCN(C(c2ccccc2OC)c2nnnn2C(C)(C)C)CC1 (stereo not given),-20.5,2.3,97.0,8,101.0,21.5,97.0,99.0,98.0,9,95.0
CC(C)=CCc1c(O)c(CC=C(C)C)c2c(c1O)C(=O)CC(c1ccc(O)cc1)O2 (stereo not given),·,1.0,95.0,7,98.0,0.1,94.0,96.0,97.0,23,96.0
COc1ccc(C(=O)C[n+]2ccc3c(c2)nc(-c2ccc(OC)cc2OC)n3C)cc1,·,-12.4,96.0,13,96.0,16.4,94.0,95.0,94.0,30,94.0
Cn1c(SCc2ccccc2)nc(C(F)(F)F)cc1=O,·,-18.5,92.0,9,90.0,-5.7,89.0,89.0,92.0,12,91.0
CCC(C)C(=O)Nc1ccc([N+](=O)[O-])cc1OC (stereo not given),-31.0,8.9,101.0,7,108.0,-11.5,90.0,99.0,97.0,19,95.0
CCOC(=O)c1c(-c2ccccc2)oc2ccc(OCC)cc12,9.3,0.7,99.0,5,104.0,-2.9,99.0,95.0,104.0,19,99.0
Cc1cc(C(=O)N[C@H](c2ccccc2)[C@@]2(C)C[C@@H]2[C@@H](C)C(=O)Nc2ccc3ccccc3c2)n(C)n1,-18.2,4.1,99.0,10,97.0,15.5,98.0,98.0,101.0,14,99.0

# Compound activity deposited in PubChem by several laboratories.
